KCNK3 inh – human KCNK3 channel inhibition, primary screen; O14649; CHO-KCNK3 thallium flux, FluxOR fluorescence; active compounds read low; B-score at 10 µM; 0.84% of 340,000 active;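 active = B-score under library mean minus 4 SD, starting fluorescence ratio at most library mean plus 5 SD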;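 note: more negative B-score means stronger inhibition of thallium flux through KCNK3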
GSK3B inh – blocks human GSK3beta kinase activity; GST-GSK3beta kinase, ADP-Glo luminescence, 60 min; active compounds read low; activity score (negative = inhibition), % at 10 µM; 0.038% of 300,000 active; P49841;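 active = more than half of replicate wells score below -50%, meaning over 50% inhibition versus plate controls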;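 note: 0% = median DMSO wells and -100% = median GW8510 positive control wells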
Target sequence (P49841 whole entry, looked up): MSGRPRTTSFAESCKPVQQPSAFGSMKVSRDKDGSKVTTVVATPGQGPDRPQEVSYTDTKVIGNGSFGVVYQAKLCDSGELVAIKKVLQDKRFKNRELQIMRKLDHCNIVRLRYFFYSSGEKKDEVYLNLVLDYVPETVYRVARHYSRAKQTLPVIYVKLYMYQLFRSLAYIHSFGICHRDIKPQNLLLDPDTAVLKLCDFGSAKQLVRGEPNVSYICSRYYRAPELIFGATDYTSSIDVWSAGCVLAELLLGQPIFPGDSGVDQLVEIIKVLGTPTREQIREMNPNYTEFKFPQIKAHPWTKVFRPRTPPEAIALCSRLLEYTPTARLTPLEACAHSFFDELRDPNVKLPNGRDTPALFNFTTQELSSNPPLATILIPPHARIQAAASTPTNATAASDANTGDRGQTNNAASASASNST
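Test system: GST-fused GSK3beta enzyme, cell-free | Quantity: 1.6 ng GST-GSK3beta enzyme per well | Reagent: 25 µM ATP with peptide substrate | Schedule: 60 min enzyme reaction, room temperature | Signal: Luminescent ADP-Glo measurement of ADP formed | Read-out basis: Score relative to plate controls | Control set: DMSO and 20 µM GW8510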
DYRK1A inh – Dyrk1A (rat) kinase inhibition. Q63470. ADP-Glo luminescence, NFATc1 peptide. inhibition, % at 12.5 µM. 0.43% of 310,000 active. AID 504441; in the data active = inhibition above about 50%;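 note: plate controls were vehicle with enzyme for no effect and no enzyme for full effect; many of its hits are not listed in these tables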
KCNQ1 inh – inhibitors of human KCNQ1 potassium channel; P51787; CHO-K1 KCNQ1, FluxOR thallium flux fluorescence; active compounds read high; B-score at 10 µM; 1.3% of 310,000 active;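 active = compounds whose thallium flux B-score, printed positive for inhibition, exceeds three library SD while starting fluorescence stays within three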;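 note: channel opened by potassium depolarization with thallium stimulus after 20 min compound exposure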
RGS4 act – RGS4 potentiation or activation. 0.92% of 310,000 active. AID 463111. HEK293 M3R/inducible RGS4, carbachol calcium flux Fluo4; active compounds read low. B-score at 10 µM;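 active = B-score of the integrated calcium signal more than 4 SD below the library mean, with starting fluorescence not abnormally high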;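 note: negative B-score means reduced calcium response which marks RGS4 activation or potentiation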
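Also added: carbachol at ECmax as muscarinic agonist stimulus; Assay system: HEK293 cells with stable M3R and inducible RGS4; Timing: overnight RGS4 induction, 30 min dye load 37 °C, 20 min compound RT; Measured by: Fluo4-AM (2 µM) calcium-flux fluorescence, kinetic read.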
hERG rescue – hERG (human) protection from proarrhythmic block; activation (rescue from dofetilide block), less the hit threshold, % at 10 µM; AID 1511; 0.51% of 310,000 active; CHO-hERG, FluxOR thallium flux, dofetilide IC70 present; Q12809;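 active = activation above the mean of controls blocked by dofetilide plus 5 SD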;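 note: thallium influx through hERG after potassium depolarization seen as dye fluorescence rise; in these data hits start at about 4.7%; inactives centre near -7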
KCNK9 block – inhibitors of human KCNK9 two-pore domain potassium channel; 1.2% of 310,000 active; Q9NPC2; B-score at 10 µM; AID 488922; HEK293 KCNK9, FluxOR thallium flux fluorescence; active compounds read low;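 active = ratio B-score over 3 SD below the library mean, with starting fluorescence within 5 SD of its mean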;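 note: negative B-score means less thallium flux so channel inhibition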
Target sequence (Q9NPC2 whole entry, looked up, the tested form may be a part): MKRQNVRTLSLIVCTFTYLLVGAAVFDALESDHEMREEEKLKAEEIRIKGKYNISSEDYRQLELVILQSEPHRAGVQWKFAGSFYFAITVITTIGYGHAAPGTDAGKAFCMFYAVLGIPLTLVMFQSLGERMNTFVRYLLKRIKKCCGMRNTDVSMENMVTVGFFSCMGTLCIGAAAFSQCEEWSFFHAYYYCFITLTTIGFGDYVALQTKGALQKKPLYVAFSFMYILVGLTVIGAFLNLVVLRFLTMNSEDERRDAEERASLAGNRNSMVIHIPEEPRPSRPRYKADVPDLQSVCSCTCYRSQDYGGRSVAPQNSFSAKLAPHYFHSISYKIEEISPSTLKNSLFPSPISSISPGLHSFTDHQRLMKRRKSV
HDAC3 inhib – human HDAC3 inhibition. O15379. recombinant HDAC3, fluorogenic peptide/trypsin coupled, fluorescence. inhibition, % at 8.3 µM. 0.15% of 320,000 active. AID 2718; in the data active = inhibition above about 26%, passing the limit was not always enough
PolyA inh – yeast polyadenylation inhibition; calls only at 12 µM; 0.02% of 300,000 active; AID 1875; S. cerevisiae SKY197-pL101 polyadenylation reporter, beta-gal luminescence; efflux-impaired pdr1/pdr3 knockout yeast; score 100 = 6 SD above DMSO;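 active = lowest replicate activity score at least 50, where 100 means six control SD above control mean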;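 note: yeast exposed to compound for 9 h at 30 °C; higher score means more reporter readthrough which indicates perturbed polyadenylation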
KCNQ1 act – human KCNQ1 channel potentiation or activation. CHO-K1 KCNQ1, thallium flux FluxOR fluorescence; active compounds read high. 0.35% of 310,000 active. B-score at 10 µM. P51787;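 active = fluorescence ratio B-score, a plate-corrected score, at least three library SD, with initial intensity B-score within 5 SD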
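Assay system: stable KCNQ1 CHO-K1 line; medium: assay buffer, equal DMSO in all wells; timing: 90 min dye loading and 20 min compound exposure, both at room temperature; technique: kinetic FluxOR thallium fluorescence, 10-s 1-Hz baseline, 110-s post-stimulus read; read-out basis: B score of baseline-normalized fluorescence ratio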
GSK3 alpha inh – inhibitors of human GSK-3 alpha kinase; inhibition, % at 10 µM; ADP-Glo luminescence, 60 min; 0.1% of 320,000 active;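 in the data active = inhibition above about 50%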;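 note: GST-tagged GSK-3 alpha with peptide substrate and 25 µM ATP; 0% = DMSO neutral wells and 100% = GW8510 positive control wells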
Starred values were filed as active, the others as inactive; i = inactive; x = no result given. Some of the compounds tested (hit frequency here may not be typical).

SMILES | hERG rescue | GSK3 alpha inh | KCNK3 inh | HDAC3 inhib | KCNQ1 inh | GSK3B inh | KCNK9 block | PolyA inh | RGS4 act | KCNQ1 act | DYRK1A inh
COc1ccc(NC(=O)CSc2nc(N)c(NC(=O)c3ccccc3F)c(=O)[nH]2)cc1 | -8 | 1 | i | -4 | i | 2 | i | i | i | i | 2
Cc1ccc(NC(=S)Nc2ccc(S(=O)(=O)Nc3ncccn3)cc2)c(C)c1 | -11 | -6 | i | x | i | -4 | i | i | i | i | 0
Cc1ccc(CN2C(=O)C(C)(C)Oc3ccc(C(=O)N4CCCCC4)cc32)cc1 | -6 | 2 | i | -8 | i | 2 | i | i | i | i | -11
O=C(NN1C(=O)/C(=C/c2ccc(O)cc2)SC1=S)c1cccc(O)c1 | -12 | 4 | i | 8 | 8* | -3 | -9.1* | i | i | i | 5
C/C(=N/OCc1ccc(Br)cc1)c1ccccn1 | -1 | 1 | i | 1 | i | 0 | i | i | i | i | -1
CC(=O)c1c(C)[nH]c(C(=O)CN2C(=O)NC(C)(c3ccc(C)cc3)C2=O)c1C (centres undefined) | -5 | 2 | i | -2 | i | 1 | i | i | i | i | 6
O=C(N/C(=C\c1ccccc1)C(=O)N1CCN(CCO)CC1)c1ccccc1 | -1 | -2 | i | 0 | i | -2 | i | i | i | i | 3
N#CC(C#N)=C/C(C#N)=C(/N)N1CCN(c2ccc(Cl)cc2)CC1 | -5 | x | i | 4 | i | 4 | i | i | i | i | 6
CCN1CCSc2ccc(C(=O)NCc3ccccc3C)cc21 | -12 | -6 | i | -37 | i | 0 | i | i | i | i | 9
CCN(CC(=O)Nc1ccccc1OC)C(=O)/C=C/c1cccs1 | -7 | -1 | i | 4 | i | 0 | i | i | i | i | -4
Cc1cccc2nc(-c3ccco3)c(Nc3ccccc3)n12 | -3 | 1 | i | -68 | i | 3 | i | i | i | i | 1
Cc1ccnc(NC(=O)c2cc(-c3ccc(Cl)s3)nc3ccccc23)c1 | -16 | -3 | i | -1 | i | -1 | i | i | i | i | -9
c1ccc(-c2noc(C3CCC3)n2)nc1 | -5 | 0 | i | 1 | i | 3 | i | i | i | i | x
CCC(C)NC(=O)CN(c1cc(C)ccc1OC)S(C)(=O)=O (centres undefined) | 4 | -2 | i | -8 | i | 2 | i | i | i | i | -2
CC1Sc2ccc(S(=O)(=O)N3CCC(C(=O)N4CCN(C)CC4)CC3)cc2NC1=O (centres undefined) | -7 | 9 | i | -2 | i | 0 | i | i | i | i | 3
Cc1ccc(C(=O)Nc2cccc(C(F)(F)F)c2)cc1Nc1ncnc2nc[nH]c12 | -5 | 4 | x | -2 | i | 4 | i | i | i | i | x
COC(=O)C1C(c2ccccc2)C(C(=O)N2CCOCC2)C1c1ccccc1 (centres undefined) | -11 | -1 | i | 2 | i | 1 | i | i | i | i | -6
CCCOc1ccc(C2=NNC(c3cccs3)=Nc3ccc(OC)cc32)cc1 | -19 | -1 | i | 5 | i | -1 | i | i | i | i | -7
Cc1ccnc(NS(=O)(=O)c2ccc(N3C(=O)C4CCCCC4C3=O)cc2)n1 (centres undefined) | -5 | 1 | i | -4 | i | 1 | i | i | i | i | -1
FC(F)(F)c1ccc(Sc2nnc(-c3cccs3)n2CC2CCCO2)nc1 (centres undefined) | -7 | -2 | i | 0 | i | -5 | i | i | i | i | 1
CCCn1c(=O)c(C(=O)NCCc2ccc(OC)cc2)c(O)c2ccccc21 | -1 | -2 | i | -1 | 9* | -6 | i | i | i | i | x
Oc1c(/C=N/Nc2cccc3cccnc23)ccc2ccccc12 | -1 | -1 | i | -3 | i | -3 | i | i | i | i | -2
Cc1nn(C)cc1CN1CCCC(C(=O)c2ccc(-c3ccccc3)c(F)c2)C1 (centres undefined) | -13 | 2 | i | 3 | i | 0 | i | i | i | i | -60
COc1ccccc1C(C)NC(=O)c1cc(=O)[nH]c2ccccc12 (centres undefined) | -6 | 4 | i | 2 | i | 2 | i | i | i | i | -1
COc1ccccc1NC(NC(=O)c1ccco1)C(=O)c1ccccc1 (centres undefined) | -2 | -1 | i | 0 | i | 2 | i | i | i | i | -2
CN(C)CCN(C(=O)/C=C/c1cccs1)c1nc2ccc(F)cc2s1 | -11 | x | i | x | i | -1 | i | i | i | i | -1
COc1ccc(OC)c(-c2csc(NC(=O)Cc3ccccc3OC)n2)c1 | -3 | 2 | -13* | 1 | i | 1 | -16* | i | i | i | 1
O=C1CC(NS(=O)(=O)c2cc(F)ccc2F)CN1c1ccc2c(c1)OCCO2 (centres undefined) | -8 | 4 | i | 2 | i | 2 | i | i | i | i | 8
N#C/C(=C\c1cn(CCOc2ccccc2)c2ccccc12)C(=O)NCc1cccs1 | -3 | 1 | i | 1 | i | 2 | i | i | i | i | -3
CN(CC(=O)Nc1ccc(Cl)c(C(F)(F)F)c1)C(=O)CC1Sc2ccccc2NC1=O (centres undefined) | -16 | -3 | i | 16 | i | -1 | i | i | i | i | 2
Cc1ccc(Cl)cc1NS(=O)(=O)c1cc2[nH]c(=O)c(=O)[nH]c2cc1C | -7 | 2 | i | 3 | i | 2 | i | i | i | i | -6
Cc1ccc(CN(C(=O)c2cc(=O)c3cc(C)cc(C)c3o2)C2CCS(=O)(=O)C2)cc1 (centres undefined) | -10 | -3 | i | 4 | i | 9 | i | i | i | i | x
COc1ccc(C2(CNC(=O)C(=O)Nc3ccc(C)cc3)CCOCC2)cc1 | -6 | 2 | i | -2 | i | 1 | i | i | i | i | 1
CCN(CC)c1ccc2cc(NC(=O)CCC(=O)O)c(=O)oc2c1 | -26 | -1 | i | -3 | 14* | -2 | i | i | i | i | x
O=C1C2=C(NC(=S)NC2c2ccc(Cl)cc2)NC(c2ccc(Cl)cc2)N1c1ccc(Cl)cc1 (centres undefined) | -1 | -1 | i | 11 | i | 1 | i | i | i | i | -2
COc1ccc(Cc2nnc(NC(=O)c3cccc(F)c3)s2)cc1OC | -4 | 2 | i | -5 | i | -1 | i | i | i | i | -3
CCCCNC(=O)O[C@H]1C[C@@H]2CCN3C(=O)CCC(C)(C)[C@H](C1)[C@H]23 | -4 | 0 | i | -7 | i | 0 | i | i | i | i | 4
CCN(CC)S(=O)(=O)c1cc(C(=O)OC)ccc1Cl | -13 | -4 | i | 8 | i | 2 | i | i | i | i | 7
Cc1noc(C)c1S(=O)(=O)N1CCC(C(=O)N2CCC(C)CC2)CC1 | -12 | -2 | i | 0 | i | -1 | i | i | i | i | 18
O=C(NCCCCc1ccccc1)Nc1ccc(F)cc1F | -10 | 1 | i | -8 | i | 2 | i | i | i | i | 8
Cc1ccc(NC(=O)c2ccc(C(C)(C)C)cc2)cc1[N+](=O)[O-] | -5 | -1 | i | 10 | i | 3 | i | i | i | i | -2
CC(=O)c1ccc(N2CCN(Cc3nc(Cc4ccccc4)no3)CC2)cc1 | -6 | 0 | i | 11 | i | 3 | i | i | i | i | 0
COc1cccc(NC(=O)CCC(=O)NCc2ccco2)c1 | -8 | 0 | i | -2 | i | -1 | i | i | i | i | 3
CCCCCSc1nnc(C)c(=O)[nH]1 | -9 | -5 | i | -6 | i | 1 | i | i | i | i | -2
CCCn1c(=O)c(-c2ccccc2)c(O)c2ccccc21 | -2 | -12 | i | -68 | i | 8 | i | i | i | i | -2
Clc1ccc(CSc2nnc(Cn3cnc4ccccc43)o2)cc1 | -10 | 7 | i | 0 | i | -2 | i | i | i | i | 4
CC(C)CC(=O)N1CCN(Cc2cccc(F)c2)CC1 | -2 | -2 | i | -2 | i | 2 | i | i | i | i | -1
Cc1ccc(NC(=O)CSc2nnc(NC(=O)C3CC3)s2)cc1 | -6 | 1 | i | 2 | i | -1 | i | i | i | i | 0
Cc1ccc(/C=C2\SC(=S)N(/N=C/c3cc([N+](=O)[O-])ccc3O)C2=O)o1 | -3 | x | i | 10 | 6* | -1 | i | i | i | i | 8
Cc1cccc(NC(=S)N2CCN(C(=O)C3CCCO3)CC2)c1 (centres undefined) | -9 | 0 | i | -3 | i | 2 | i | i | i | i | 0
COc1ccc(CCn2c(O)cc3nn(-c4nc5ccccc5s4)c(=O)c-3c2C)cc1 | -9 | -1 | i | 10 | i | 2 | i | i | i | i | x
COc1ccccc1N1CCN(c2ncc(C(=O)N3CCN(c4cccc(Cl)c4)CC3)c3ccccc23)CC1 | -21 | -2 | i | -7 | i | -4 | i | i | i | i | -1
COc1ccccc1CC(=O)Nc1sc2c(c1C(N)=O)CCCC2 | -3 | -3 | i | 5 | i | 0 | i | i | i | i | 2
CCOC(=O)C1(Cc2ccccc2C)CCCN(C(=O)c2ccccn2)C1 (centres undefined) | -21 | 2 | i | 1 | i | 2 | i | i | i | i | 14
Cc1onc(-c2ccccc2)c1C(=O)NCC1COc2ccccc2O1 (centres undefined) | -8 | x | i | x | i | 5 | i | i | i | i | x
COc1cccc(COC(=O)c2cc(=O)[nH]c3ccc(S(=O)(=O)N4CCOCC4)cc23)c1OC | -10 | -2 | i | 0 | i | -1 | i | i | i | i | 3
CCCOCC1CC(CCc2nc(=S)[nH][nH]2)C(=O)O1 (centres undefined) | -8 | 0 | i | 15 | i | 3 | i | i | i | i | 7
Cc1cc2cc(CNC(=O)C3CCCC3)ccc2n1C | -8 | 18 | i | x | i | 1 | i | i | i | i | -4
O=C1Nc2ccccc2N(O)N1c1ccc(S(=O)(=O)Nc2ccccn2)cc1 | -12 | -2 | i | -4 | i | 2 | i | i | i | i | 3
COc1cc2c(cc1OC)CN(Cc1ccc(F)cc1)CC2 | -4 | 0 | i | -12 | i | 4 | i | i | i | i | -2

The closing 2 entries of the part before lead into the next.
SMILES | hERG rescue | GSK3 alpha inh | KCNK3 inh | HDAC3 inhib | KCNQ1 inh | GSK3B inh | KCNK9 block | PolyA inh | RGS4 act | KCNQ1 act | DYRK1A inh
O=C1Nc2ccccc2N(O)N1c1ccc(S(=O)(=O)Nc2ccccn2)cc1 | -12 | -2 | i | -4 | i | 2 | i | i | i | i | 3
COc1cc2c(cc1OC)CN(Cc1ccc(F)cc1)CC2 | -4 | 0 | i | -12 | i | 4 | i | i | i | i | -2
O=C(NN=C1CCC(c2ccccc2)CC1)c1ccccc1-n1cccc1 (centres undefined) | -10 | x | i | x | i | -2 | i | i | i | i | -4
COCCn1c(=NC(=O)c2sc3ccccc3c2Cl)sc2cc(S(N)(=O)=O)ccc21 | -5 | 2 | i | -1 | i | 0 | i | i | i | i | -5
Cc1ccc(-c2csc(NC(=O)CCNC(=O)c3ccc(Cl)cc3)n2)cc1 | -5 | 0 | i | 0 | i | -3 | i | i | i | i | -2
COC(=O)C1=C(COc2ccccc2)NC(=O)NC1c1ccc2ccccc2c1 (centres undefined) | -3 | 0 | x | 4 | i | -2 | i | i | i | i | x

From PubChem BioAssay
